# TCR-CD3 inh – inhibitors of human TCR-CD3 interaction; TAMRA-labeled TCR probe fluorescence, biochemical; inhibition, % at 9.4 µM; 360,000 compounds, 0.37% hits; in the data active means inhibition above about 19%;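 further: recombinant mutant TCR 2C K166C tagged with TAMRA read by polarization; 0% = receptor in buffer alone and 100% = receptor with positive control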
# rCAG binder – r(CAG) repeat RNA binding. TO-PRO-1 dye displacement fluorescence. AID 651821. 370,000 compounds, 1.3% hits. inhibition, % at 3 µM;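 active means inhibition above the plate cutoff, the mean of all test compounds on that plate plus 3 SD, cut at about 35% in these data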;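 further: 0% = DMSO alone and 100% = 100 µM mitoxantrone as full dye displacement; higher means more dye released from RNA so lower well fluorescence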
# mABHD4 FP – ABHD4 (mouse) inhibition, primary FP screen; AID 720543; inhibition, % at 8.92 µM; purified mABHD4, FP-Rh probe fluorescence polarization; Q8VD66; 370,000 compounds, 0.54% hits;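 active means inhibition exceeding the mean over every tested compound plus 3 SD, cut at about 30% in these data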;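 further: 0% = plate median of compound wells and 100% = S159A mutant with DMSO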
# Target sequence (Q8VD66 whole entry, looked up): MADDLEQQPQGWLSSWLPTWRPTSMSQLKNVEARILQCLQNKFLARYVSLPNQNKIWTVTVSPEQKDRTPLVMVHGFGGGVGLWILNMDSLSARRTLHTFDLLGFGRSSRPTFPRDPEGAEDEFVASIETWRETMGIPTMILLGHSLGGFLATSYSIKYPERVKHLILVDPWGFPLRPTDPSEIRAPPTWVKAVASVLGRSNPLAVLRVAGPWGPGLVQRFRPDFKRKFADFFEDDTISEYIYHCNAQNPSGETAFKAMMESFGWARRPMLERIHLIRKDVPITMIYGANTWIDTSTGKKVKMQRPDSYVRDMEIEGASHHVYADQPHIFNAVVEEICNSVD
#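 Doses – 8.92 µM, single dose · Material – wild-type mouse ABHD4 protein · Replication – single well per compound (singlicate) · Measure – percent inhibition of probe binding, normalized to plate controls · Schedule – 45 min compound pre-incubation plus 60 min probe step, 25 °C · Detection – fluorescence polarization with parallel and perpendicular emission, 525/598 nm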
# SIAE inh – human SIAE inhibition, primary screen. Q9HAT2. SIAE FP-Rh probe binding, fluorescence polarization. inhibition, % at 9.66 µM. 370,000 compounds, 0.69% hits;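 active means inhibition above a cutoff: mean of compounds within the control limits plus 3 SD of those, cut at about 17% in these data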;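 further: 0% = plate median of compound wells and 100% = probe without SIAE protein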
# Target sequence (Q9HAT2 whole entry, looked up): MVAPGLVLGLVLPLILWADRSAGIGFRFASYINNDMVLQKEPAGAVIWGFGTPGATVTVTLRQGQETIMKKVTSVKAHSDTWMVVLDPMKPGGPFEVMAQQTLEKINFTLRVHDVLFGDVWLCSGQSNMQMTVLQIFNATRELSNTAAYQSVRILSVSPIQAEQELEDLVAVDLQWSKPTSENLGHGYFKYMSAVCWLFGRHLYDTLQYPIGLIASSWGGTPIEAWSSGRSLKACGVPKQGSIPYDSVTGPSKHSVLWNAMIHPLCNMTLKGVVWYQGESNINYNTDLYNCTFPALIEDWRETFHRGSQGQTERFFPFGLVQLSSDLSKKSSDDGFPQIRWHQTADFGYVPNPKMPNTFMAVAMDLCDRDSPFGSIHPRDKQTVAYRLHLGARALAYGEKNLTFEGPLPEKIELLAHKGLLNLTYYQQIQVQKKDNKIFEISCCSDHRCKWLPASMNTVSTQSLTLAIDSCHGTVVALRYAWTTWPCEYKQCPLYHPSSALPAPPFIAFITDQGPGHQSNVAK
# PRMT1 inh – PRMT1 (human) inhibition, primary screen; Q99873; recombinant PRMT1, activity-based probe fluorescence polarization; inhibition, % at 2.79 µM; 370,000 compounds, 1.3% hits;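 active means inhibition above about 21% made by adding two undisclosed values, limit read from the data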
# TDP2 absorb – blocks human TDP2 phosphodiesterase activity | recombinant TDP2, T5PNP hydrolysis, p-nitrophenol absorbance 415 nm | AID 720702 | 370,000 compounds, 0.34% hits | inhibition, % at 12.8 µM;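 active means inhibition above the mean of all tested compounds plus 3 SD, set per campaign, cut at about 25% in these data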;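 further: 0% = DMSO with enzyme and 100% = buffer with substrate but no TDP2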
#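 System: recombinant human TDP2 / Amount: 120 nM TDP2 per well / Also added: 5 mM T5PNP chromogenic substrate / Doses: 12.8 µM single point, 1% DMSO / Incubation: 2 h at 37 °C / Detection: p-Nitrophenol epi absorbance / Evaluation: % inhibition relative to enzyme-containing and enzyme-free wells / Repeats: singlicate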
# MBD2 DNA inh – inhibitors of human MBD2 binding to methylated oligonucleotide. TR-FRET. inhibition, % at 4.4 µM. 370,000 compounds, 0.31% hits. AID 686964; in the data active means inhibition above about 13%
# NPR2 activator – GC-B (human) receptor activation; P20594; HEK293-GC-B cells, CNP EC30, cGMP TR-FRET; 0% at EC30 CNP, 100% saturating CNP; activation, % at 10 µM; 370,000 compounds, 0.11% hits; AID 1920062;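 active means activation at 10 µM reaching about 35% in either raw or pattern-adjusted values, limit read from the data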
# HTRA1 inh – inhibitors of human serine peptidase HTRA1; AID 504803; recombinant HTRA1, FP-rhodamine activity-based probe, fluorescence polarization; inhibition, % at 5.96 µM; 340,000 compounds, 0.5% hits; Q92743; in the data active means inhibition above about 36%;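 further: 0% = enzyme with DMSO and 100% = wells lacking enzyme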
# LEDGF integ inh – blocks HIV-1 LEDGF/p75-dependent DNA integration; TR-FRET IN-LEDGF/p75 DNA integration, Eu/Cy5; inhibition, % at 3.7 µM; 370,000 compounds, 0.64% hits; AID 743269;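 active means inhibition above the screen-wide mean plus 3 SD, cut at about 13% in these data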;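 further: signal is the Cy5 over europium emission ratio at 671 and 618 nm; 0% = plate median of compound wells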
# The depositor's hits bear a star; nt = not tested or not shown. Not all compounds are listed; the hit share may differ from the screen's.
compound | TCR-CD3 inh | rCAG binder | mABHD4 FP | SIAE inh | PRMT1 inh | TDP2 absorb | MBD2 DNA inh | NPR2 activator | HTRA1 inh | LEDGF integ inh
Cc1ccc(-c2nc(CS(=O)(=O)CC(=O)NCc3cccc(F)c3)c(C)o2)cc1 | -2 | 7 | 3 | -21 | -2 | -1 | 0 | -1 | -7 | -3
CCOC(=O)C1=CCN(S(=O)(=O)c2ccccc2)C1c1ccccc1 (stereo not given) | 1 | -1 | 0 | -7 | 1 | 0 | 0 | -4 | nt | -1
COC(=O)C1CN(Cc2cn(Cc3ccc(OC)cc3)nn2)CCS(=O)(=O)N1Cc1ccc(OC)cc1 (stereo not given) | nt | 7 | 3 | 1 | -4 | -1 | -1 | -2 | nt | -2
COc1cc(NC(=S)NC(=O)C(C)C)ccc1NC(=O)c1cc2ccccc2o1 | 1 | -2 | 1 | -1 | 2 | 16 | 5 | -4 | -2 | -3
CCOC(=O)CC1C(=O)NCCN1C1CCCC1 (stereo not given) | -6 | -2 | -4 | -3 | 6 | -3 | -3 | -2 | -5 | 1
COc1ccccc1N1CCN(C(=O)CSc2nnc(-c3ccoc3C)o2)CC1 | 6 | -3 | 1 | 0 | 2 | -7 | -2 | 6 | 2 | -1
O=C(NNS(=O)(=O)c1ccc(Br)cc1)NC1CCCCC1 | 0 | -1 | -2 | -3 | -1 | 1 | 2 | 12 | 0 | 3
COc1ccc(CCn2c(=S)[nH]c3ccc(N4CCOCC4)cc3c2=O)cc1OC | 2 | 0 | -2 | 3 | 4 | 5 | 3 | 11 | 2 | -2
CN1CCC(OC(=O)C23CCC(C)(C(=O)O2)C3(C)C)CC1 (stereo not given) | -6 | -1 | 2 | 3 | -2 | 2 | -7 | -1 | 0 | 0
Cc1ccc(S(=O)(=O)n2ccc3c2CCCC3=O)cc1 | 4 | -5 | -2 | 4 | -2 | 9 | 2 | 2 | 5 | -1
O=C(O)c1ccc(Oc2cccc([N+](=O)[O-])c2)cc1C(=O)O | 5 | 0 | -3 | 4 | -1 | -8 | -8 | -5 | 7 | 5
Cc1nc(=O)c(-c2ccccc2)c(C)n1CCCCCC(=O)O | -2 | 0 | 2 | -3 | 1 | 9 | -6 | -3 | -3 | 2
CC(=O)c1c(C)[nH]c(C(=O)Nc2ccccc2C)c1C | nt | nt | 2 | 1 | 4 | 6 | 3 | -5 | nt | -1
COC(=O)[C@]12C[C@H](CC(=O)N3CCC(c4ccccc4)CC3)C(=O)N(Cc3ccc(Cl)cc3Cl)C1=C[C@H](COCc1ccccc1)O[C@@H]2C | nt | 12 | -5 | -4 | 3 | -6 | 1 | 7 | nt | 0
Brc1ccc(-c2csc(NNC3=NCCCCC3)n2)cc1 | 5 | 6 | 18 | 6 | 12 | -6 | 0 | -6 | 9 | -2

compound | TCR-CD3 inh | rCAG binder | mABHD4 FP | SIAE inh | PRMT1 inh | TDP2 absorb | MBD2 DNA inh | NPR2 activator | HTRA1 inh | LEDGF integ inh
Cc1ccc2c(c1)nnn2C1CCN(C(=O)C23CC4CC(CC(C4)C2)C3)CC1 | -3 | 1 | 5 | -3 | 0 | -11 | -2 | -4 | 5 | -1
c1coc(-c2nnc(SCc3cn4ccccc4n3)o2)c1 | 5 | -1 | -9 | 5 | 0 | 1 | -2 | -1 | -1 | 1
CC(C)Cn1c(CN2C(=O)c3ccccc3C2=O)nc2ccccc2c1=O | 7 | 0 | 0 | -5 | 0 | 13 | -2 | 0 | 7 | -2
O=C(O)Cc1ccc(NC(=O)Nc2ccc3c(c2)OCO3)cc1 | 8 | 1 | 5 | 1 | -2 | 1 | 4 | -1 | -4 | 0
CCOC(=O)C1=C[C@@H](C(C)C)N(S(=O)(=O)c2ccc(C)cc2)[C@H]1c1ccccc1F | 5 | 0 | -3 | 7 | 0 | -1 | 1 | -8 | nt | -1
Cc1ccc(C(=O)NCCCNc2ccc(C(F)(F)F)cc2[N+](=O)[O-])cc1 | -5 | -1 | 1 | 3 | -1 | 7 | 4 | 10 | -5 | -1
COc1ccc(Cl)cc1NC(=O)CN(C)C(=O)c1cn(-c2ccccc2)nc1-c1cccnc1 | -4 | 4 | -6 | -9 | 0 | -2 | 5 | 0 | -31 | -1
CCc1ccccc1NC(=O)C(Cc1ccccc1)c1nn[nH]n1 (stereo not given) | 0 | 0 | 0 | 2 | 3 | 11 | -4 | 2 | 6 | -1
CCOC(=O)c1ccc(NC(=S)N2CCSC2c2ccc(OC)cc2)cc1 (stereo not given) | -3 | 3 | 0 | -21 | 88* | 2 | 0 | -3 | -19 | -1
CN1CCN(S(=O)(=O)c2ccc(Br)s2)CC1 | 5 | -1 | 8 | 13 | -1 | -2 | 1 | 9 | -3 | -4
O=C(CN1C(=O)NC2(CCCC2)C1=O)NCc1ccc(Cl)cc1 | -2 | 0 | 0 | 1 | 2 | 4 | 0 | 0 | 8 | -2
O=C(NC1CCCCC1)Sc1ccc(Cl)cc1 | 3 | 1 | -4 | 1 | 2 | -3 | -4 | 22 | 6 | -5
CCN(CC)C1CCN(C(=O)c2cc(COc3ccc(F)cc3Cl)on2)C1 (stereo not given) | 4 | -8 | -22 | -4 | 1 | -20 | 5 | 8 | -4 | -5
CCOc1cnc(-c2ccc(Cl)cc2)o1 | -2 | -3 | -2 | 3 | 0 | -1 | 4 | -4 | 2 | 3
COc1ccc(/C=C(/NC(=O)c2ccccc2)C(=O)N2CCOCC2)cc1OC | -2 | 1 | 6 | 2 | 0 | 1 | -2 | 3 | 3 | -5

# PRMT1 inh: hit marks shown above
compound | TCR-CD3 inh | SIAE inh | PRMT1 inh | TDP2 absorb | MBD2 DNA inh | NPR2 activator | HTRA1 inh | LEDGF integ inh
CCOC(=O)c1ccc(NC(=S)N2CCSC2c2ccc(OC)cc2)cc1 (stereo not given) | -3 | -21 | 88* | 2 | 0 | -3 | -19 | -1

# (more compounds)
# Below each SMILES – TCR-CD3 inh | rCAG binder | mABHD4 FP | SIAE inh | PRMT1 inh | TDP2 absorb | MBD2 DNA inh | NPR2 activator | HTRA1 inh | LEDGF integ inh
CCN(CC)S(=O)(=O)c1ccc(N2CCOCC2)c(NC(=O)Cc2cccc3ccccc23)c1
  -4 | -1 | 3 | 8 | 1 | 5 | 3 | 0 | -21 | 0
Cc1cccc(Nc2nc(N)nc(-c3oc4ccccc4c3C)n2)c1
  -6 | 12 | 13 | -27 | 0 | 3 | 0 | -16 | -118 | -4
Cc1ccc(COc2ccc(/C=N/O)cc2)cc1
  -2 | 0 | -14 | -7 | 1 | 4 | 0 | -1 | -7 | -1
COc1ccc(CCNC(=O)CSc2nnc3ccccn23)cc1
  -3 | -4 | 0 | -3 | 3 | -14 | -3 | -1 | 2 | -5
O=C(CSc1ccccn1)N1CCc2ccccc21
  -7 | -3 | 0 | -1 | 6 | -6 | 1 | 2 | 1 | -10
CCCCc1c(-c2ccccc2OC)ncn1Cc1ccc(F)c(F)c1
  9 | 1 | 9 | 6 | -1 | 8 | 0 | -15 | nt | 1
Cc1cc(Cl)c(S(=O)(=O)NCc2ccncc2)cc1OCC(N)=O
  9 | 1 | 8 | 3 | 0 | -6 | 3 | 3 | -1 | -1
CC1CCCCC12NC(=O)N(CC(=O)N1CCN(S(=O)(=O)/C=C/c3ccccc3)CC1)C2=O (stereo not given)
  -1 | 5 | -1 | -5 | 4 | -8 | -4 | 4 | -5 | -5
O=C(COC(=O)Cn1cnc2ccccc2c1=O)Nc1ccc(Cl)c(C(F)(F)F)c1
  1 | 7 | -5 | -7 | 3 | -6 | 0 | -5 | -6 | -1
Cc1cc(C)cc(Nc2nc3ccc(C)cc3n3cnnc23)c1
  -3 | 3 | 2 | -2 | 0 | -3 | -6 | -7 | -14 | 0
N/C(=N\OC(=O)c1ccc(Br)o1)c1cccnc1
  4 | -2 | 4 | -1 | 3 | -2 | 1 | -2 | 0 | 4
Cc1ccc(NC(=O)CN(C)S(=O)(=O)c2cccc3cccnc23)cc1C
  4 | 2 | -3 | 1 | -1 | 3 | 2 | -6 | -1 | -1
OCCN1CCN(c2ncnc3nc[nH]c23)CC1
  -7 | 0 | 2 | 6 | -3 | -1 | -1 | 5 | -2 | -1
O=C(Nc1ncccn1)C1c2ccccc2Oc2ccccc21
  1 | 0 | 4 | 3 | -2 | 11 | 0 | 1 | -4 | -3
Cc1noc(C)c1S(=O)(=O)N1CCC(C(=O)NCCN2CCC(C)CC2)CC1
  1 | -5 | 1 | -1 | 0 | 7 | 5 | 5 | 4 | -4

# Below each SMILES – TCR-CD3 inh | rCAG binder | mABHD4 FP | SIAE inh | PRMT1 inh | TDP2 absorb | MBD2 DNA inh | NPR2 activator | HTRA1 inh | LEDGF integ inh
CC(C)Sc1snnc1-c1ccccc1
  4 | -2 | 6 | -2 | -3 | -1 | -4 | -3 | 2 | 4
COc1cc2c(cc1OC)C1c3ccc(OC)c(OC)c3OCC1(O)C2 (stereo not given)
  2 | 1 | 5 | -2 | -1 | 6 | -3 | 2 | 3 | 1
CCc1ccc(C(=O)CN2C(=O)NC(C)(CCc3ccccc3)C2=O)cc1 (stereo not given)
  -8 | 0 | 0 | -8 | 6 | -9 | 3 | 1 | -22 | -1
Cc1cccc(C)c1NC(=O)CN1C(=O)COc2ccccc21
  1 | 5 | -6 | 1 | -2 | 6 | -2 | 5 | 3 | 4
COc1ccc(NC(=O)CCN2CCN(S(=O)(=O)c3ccc(OC)cc3)CC2)cc1
  -4 | -3 | -3 | 0 | -1 | 5 | -2 | 1 | 5 | -1
Cc1ccccc1NC(=O)c1onc2c1CCCC2
  7 | -1 | 5 | -2 | -2 | 9 | 0 | -4 | -4 | 2
COCCOc1ccc(C(F)(F)F)cc1N
  -3 | 0 | -2 | 1 | 3 | -4 | -3 | 1 | -4 | -5
CC(C)(C)c1ccc(CSc2nnc(-c3ccccc3NC(=O)c3ccccc3)o2)cc1
  -2 | 6 | -4 | -16 | 2 | 10 | 3 | 0 | -18 | -1
CCc1ccc([C@@H]2C[C@H]3[C@@H](CN2S(=O)(=O)c2ccc(C)cc2)C(=O)C[C@@H](c2ccccc2F)N3S(=O)(=O)c2ccc(C)cc2)cc1
  1 | 11 | -6 | -7 | 0 | -6 | -7 | 4 | -23 | -2
S=c1[nH]nc(Cn2cnc3ccccc32)n1-c1ccccc1Cl
  0 | -1 | -1 | 2 | -5 | 2 | -2 | 2 | -3 | -1
COc1ccc(NS(=O)(=O)c2ccc(/C=C/C(=O)O)cc2)cc1S(=O)(=O)N1CCOCC1
  3 | 6 | -2 | -7 | 0 | -8 | -1 | 1 | 6 | -3
Cc1ccc(C(=O)NC(Cc2c[nH]c3ccccc23)C(=O)O)cc1 (stereo not given)
  11 | 5 | 3 | 3 | 0 | 6 | 2 | 6 | 0 | 1

# Results in SIAE inh, for some of the entries so far:
SMILES	SIAE inh
CC(C)Cn1c(CN2C(=O)c3ccccc3C2=O)nc2ccccc2c1=O	-5
O=C(O)c1ccc(Oc2cccc([N+](=O)[O-])c2)cc1C(=O)O	4
COc1cc2c(cc1OC)C1c3ccc(OC)c(OC)c3OCC1(O)C2 (stereo not given)	-2
CCN(CC)C1CCN(C(=O)c2cc(COc3ccc(F)cc3Cl)on2)C1 (stereo not given)	-4

# Screening results as filed in PubChem.
